Screening results deposited in PubChem BioAssay by several laboratories.
HIF activator: HIF pathway transcriptional activators, primary screen, cell-based, U2OS HRE-luciferase, luminescence. AID 1910, 2009. activation, % at 7.5 µM (by protocol). U2OS HRE-luciferase reporter; normalized: DMSO 0%, desferrioxamine 100%. 300,000 tested, 0.32% active;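 active = mean activation of at least 10% of the iron chelator positive control signal, with at least half of replicates also reaching 10%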
aSyn UTR inh: MLPCN primary screen, SNCA 5' untranslated region | alpha-synuclein 5'UTR reporter, inhibitor activity | inhibition, % (tested at 7.5 µM) | 300,000 tested, 0.82% active | AID 1813, 2009; in the data active = inhibition above about 60%;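 note: H4 neuroglioblastoma cells stably carrying SNCA 5'UTR luciferase fusion; 0% = DMSO wells and 100% = positive control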
HSF1 inh: HSF1 inhibitors in luciferase reporter cells, primary screen, cell-based, NIH3T3, luminescence; activity change, negative = inhibition, % at 7.5 µM (by protocol); 300,000 tested, 0.77% active; NIH3T3-HGL HSE-luciferase, MG132-induced, luminescence 8 h; stronger effect = lower value;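 active = more than half of replicate wells show activity change below -50%, luminescence cut by over half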;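 note: luciferase reports HSF-1 transcriptional activity via heat shock element; 0% = median of DMSO wells and -100% = zero luminescence signal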
IEC-6 tox: cytotoxicity in IEC-6 intestinal epithelial cells, primary screen, cytotoxicity control for KLF5 inhibitor project, cell-based, luminescence; IEC-6 cytotoxicity, luminescence viability; inhibition, % at 5 µM; 290,000 tested, 0.78% active; in the data active = inhibition above about 22%;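 note: 0% = plate median of test compound wells and 100% = cytotoxic reference compound wells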
HSF1 activator: HSF-1 activators, primary screen, NIH3T3-HGL cells, MG132 stress, luminescence, single point; NIH3T3-HGL HSF-1 luciferase reporter, 8 h; 100% = twice DMSO control signal; activation, % at 9 µM; 300,000 tested, 1.7% active; AID 504408, 2011;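 active = mean replicate activation of at least 50% with a set share of replicates each reaching 50%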;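 note: 0% = median of the neutral control wells and 100% = twice that signal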
Platelet DG rel: inhibitors of platelet dense granule secretion, primary screen, cell-based, MLPCN, human platelets; human platelet-rich plasma, SFLLRN dense granule ATP release, luminescence; inhibition, %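 (compounds screened at 7.5 µM in platelet-rich plasma)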; 300,000 tested, 0.22% active;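 active = mean replicate score, as percent of positive control, at or above 50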
SKKanGAS inh: S. pyogenes SKKanGAS growth inhibitors in kanamycin, primary screen, streptokinase expression inhibitor project, SKKanGAS strain, BacTiter-Glo luminescence | inhibition, % at 7.5 µM | 6 h | 300,000 tested, 1.3% active;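 active = mean replicate score, as percent of positive control median, at least 50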;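 note: strain carries kanamycin resistance gene driven by streptokinase promoter and grows in 40 µg/ml kanamycin; loss of luminescence reflects streptokinase promoter inhibition or plain growth inhibition; 0% = median of DMSO wells and 100% = positive control at its reference dose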
HSP90 refold inh: HSP90 inhibitors, primary screen, cell lysate, luminescence; Heat shock protein HSP 90 (rabbit reticulocyte lysate; luciferase refolding); Rabbit reticulocyte lysate, luciferase refolding luminescence, 3 h; inhibition, % at 5.6 µM; 290,000 tested, 0.91% active; AID 1789, 2009;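 active = inhibition above the screen-wide mean plus 3 SD, computed separately per campaign, cut at about 16% in these data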;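 note: 0% = DMSO wells and 100% = 60 µM geldanamycin wells; inhibitors lower the luminescence because luciferase stays unfolded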
KLF5 inh: KLF5 expression inhibitors, primary screen, DLD-1 cells, luminescence; DLD-1 KLF5 promoter-luciferase reporter; inhibition, % at 5 µM; 290,000 tested, 0.23% active; AID 1700, 2009;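 active = inhibition above a per-plate limit of that plate's mean compound inhibition plus 3 SD, cut at about 60% in these data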;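 note: 0% = DMSO wells and 100% = LY294002 at 200 µM; higher means less KLF5 promoter-driven luciferase light; inactives centre near -14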
AI-2 QS modul: Vibrio harveyi AI-2 quorum sensing modulators, primary screen, JMH597 strain, luminescence/OD600 ratio; activity change, % at 7.5 µM; Vibrio harveyi JMH597 AI-2 luminescence/OD600 ratio, 9 h; stronger effect = lower value; strain lacks LuxN and CqsS sensors; 0 = neutral-control median; 300,000 tested, 0.4% active; AID 2094, 2009; in the data active = activity change below about -75%, passing the limit was not always enough;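 note: luminescence divided by OD600 gain over 9 h not by final OD600 alone; inactives centre near 13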
* hit, by the source's call; / = not tested or not shown. Hits appear at their usual frequency; overall some 6% were active at least once.

SMILES	HIF activator	aSyn UTR inh	HSF1 inh	IEC-6 tox	HSF1 activator	Platelet DG rel	SKKanGAS inh	HSP90 refold inh	KLF5 inh	AI-2 QS modul
O=C(Cn1cc(C(=O)c2ccco2)c2ccccc21)Nc1ccccc1	0.3	-30	-1	-3	12	-1	10	-4	1	36
CCOc1ccc(NC(=O)c2nnn(CC(=O)Nc3ccccc3OCC)c2N)cc1	0.9	-34	6	5	23	2	2	-1	-35	16
CCN(CC)C(=O)C(=O)Nc1ccc(Oc2ccccc2)cc1	0.5	-43	8	1	6	0	3	-2	-19	17
COc1cc2[nH]c(=S)nc(NC3CCCCCC3)c2cc1OC	0.0	-6	-4	-2	14	3	/	2	-7	27
CCC(C(=O)OC)(C(=O)OC)c1ccc([N+](=O)[O-])cc1	0.2	-14	-10	3	8	2	-1	7	-15	16
Cc1cccnc1NC(=O)CSc1ncnc2sc(C)c(C)c12	-0.3	-4	9	/	-5	28	-2	/	/	7
C=CCN(CC=C)S(=O)(=O)c1ncn[nH]1	0.3	11	2	0	-6	0	-1	1	-7	19
Cc1cc(S(=O)(=O)N2CCCCC2CCNC(=O)C(=O)NCC2CCCO2)ccc1F (configuration not stated)	-7.7	8	2	/	29	1	-5	/	/	63
CCOc1ccc(N/C(N)=N/c2nc(CSc3nnc(C)s3)cc(=O)[nH]2)cc1	2.2	84*	-8	12	2	5	4	1	6	4
COc1cc2ccc(=O)oc2c(CC=C(C)C)c1OC	-0.1	7	4	/	8	-1	3	/	/	6
O=c1[nH]cnc2c1N=C(c1cccc([N+](=O)[O-])c1)CC(c1ccccc1)N2 (configuration not stated)	-0.4	-13	-4	-6	3	4	-2	-4	6	33
O=C(Nc1ncccc1Cl)c1ccccc1F	0.6	-34	-9	-1	-3	-25	-7	-2	-24	-8
O=C(NC1CCCN(Cc2ccccc2F)C1)c1cccc(N2CCCC2=O)c1 (configuration not stated)	-0.4	-6	-7	-6	2	-19	-14	1	-16	17
COc1ccccc1NS(=O)(=O)c1cccc(C(=O)N/N=C/c2ccc3c(c2)OCCO3)c1	-0.1	-18	1	4	12	9	-2	-5	-9	47
COc1cccc(N(CC(=O)N2CCN(c3ccccc3OC)CC2)S(C)(=O)=O)c1	-0.2	-4	-6	2	8	-3	2	0	-21	18
CC1=C(C(=O)N(C)Cc2ccccc2)C2(CCC(C)CC2)OC1=O (configuration not stated)	0.0	21	4	4	1	45	-5	3	-31	29
CCOC(=O)C1CCN(C(=O)CCC2CCCC2)CC1	0.7	-3	-1	-2	7	-3	6	2	-14	1
CCOc1ccc(N2C(=O)/C(=C/c3ccc(C)o3)N(C)C2=S)cc1	-0.5	26	6	-4	12	1	-1	-1	-2	-4
O=C(CSc1nnnn1-c1ccccc1F)Nc1nc2ccccc2s1	-0.3	9	-2	-1	-3	7	-4	-1	-30	6
O=C(CSc1nnc(-c2ccco2)n1-c1ccccc1)NCc1ccco1	-0.6	15	1	3	-7	2	-5	2	-7	11
COc1cc(OC)nc(Oc2cccc(C(F)(F)F)c2)n1	0.2	-2	5	0	17	27	4	-1	-11	1
COc1cccc(NC(=S)N2CCN(S(=O)(=O)c3ccccc3)CC2)c1	/	/	/	-1	/	/	/	-3	-47	0
CCOC(=O)C1=C(C)N(C)C(=O)NC1c1cc2c(cc1[N+](=O)[O-])OCO2 (configuration not stated)	-0.2	-8	-4	-13	2	6	-8	-1	17	-7
O=C(Nc1ccc(Cl)cn1)C1CCCN1S(=O)(=O)c1cccc2ccccc12 (configuration not stated)	-0.2	-2	2	-3	20	-4	2	1	-4	15
Cc1cc(N2C(=O)C(O)=C(C(=O)c3ccco3)C2c2cccc(O)c2)no1 (configuration not stated)	/	-6	-4	-6	-1	2	5	1	-27	30
O=C(/C=C/c1ccccc1)NCc1ccco1	0.4	-72	11	7	9	3	4	3	-30	-70
CCCS(=O)(=O)N1CCc2ccc(NC(=O)C3CCCO3)cc2C1 (configuration not stated)	-0.4	8	-11	-1	1	3	-4	0	-16	12
CCSc1ccc([C@@H]2[C@H]3C(=O)N(CC)C(=O)[C@H]3[C@]3(C(=O)OC)CCCCN23)cc1	-0.1	11	16	/	22	1	4	/	/	20
CCOCCCNC(=O)c1c(C)c(C(=O)OCC)n(C)c1C	-0.2	5	-13	0	13	1	1	-3	11	8
OC(c1cccnc1)c1cccs1 (configuration not stated)	0.0	-2	-2	-3	-5	8	-3	1	2	7
CC(C)CCn1c(N2CCCC2)nc2c1c(=O)[nH]c(=O)n2C	0.2	49	0	4	3	-2	3	-4	-15	7
CCCCCc1c(O)nc(SCC(=O)NCC2CCCO2)[nH]c1=O (configuration not stated)	-0.3	22	-5	-4	0	-5	-3	0	10	29
O=C(CC1CCCC1)Nc1ccc(Br)cc1	4.3	-138	23	3	35	-4	14	0	-50	/
COc1cccc(/C=N/Nc2nc3ccccc3[nH]2)c1OC	4.6	-106	11	-1	38	15	1	-1	-165	13
CCOC(=O)c1c(C)nc(C)c(C(=O)OCC)c1-c1ccc(Br)cc1	-0.5	-6	1	-5	2	-12	-2	0	-19	-5
COC(=O)C1=C(C(=O)OC)[C@@H]2N(C)c3ccccc3[C@@]23C[C@@H](C(=O)OC)N(C(C)=O)C3=N1	-0.1	11	2	/	6	-8	8	/	/	10
CCOC(=O)N1CCN(C(=O)c2cn(C)c3ccc(S(=O)(=O)N(C)C4CCCCC4)cc3c2=O)CC1	0.2	-18	3	2	-1	-1	-2	-7	-24	12
CSc1cccc(CNC(=O)C2CCC(=O)N(Cc3cccc(C(F)(F)F)c3)C2)c1 (configuration not stated)	3.6	-73	21	2	25	9	-5	-5	-106	14
CC(=O)Nc1ccc(S(=O)(=O)N2CCN(C(=O)N3CCCCCC3)CC2)cc1	-0.7	-27	2	2	15	-2	-2	-2	-10	17
N#CC(C(=O)Nc1ccccc1)=C1Nc2ccccc2N1	1.9	-51	3	-2	7	-1	1	-2	-25	12

Look-ups from the results shown:
`CCOC(=O)C1CCN(C(=O)CCC2CCCC2)CC1` – HSF1 activator: 7
`C=CCN(CC=C)S(=O)(=O)c1ncn[nH]1` – SKKanGAS inh: -1
`CCOC(=O)c1c(C)nc(C)c(C(=O)OCC)c1-c1ccc(Br)cc1` – KLF5 inh: -19

(continued)
SMILES	HIF activator	aSyn UTR inh	HSF1 inh	IEC-6 tox	HSF1 activator	Platelet DG rel	SKKanGAS inh	HSP90 refold inh	KLF5 inh	AI-2 QS modul
CCc1ccc(-c2nc(SCC(=O)N(CCOC)c3c(N)n(Cc4ccccc4)c(=O)[nH]c3=O)n[nH]2)cc1	1.1	11	-2	1	-1	2	21	1	10	10
CC(=O)Nc1c2c(nn1-c1ccc(Cl)cc1)CSC2	0.0	-4	1	1	-12	-11	-2	-1	-4	26
Cc1cc(C)cc(NC(=S)N(Cc2ccc(Cl)cc2)Cc2ccc(C(=O)O)cc2)c1	-1.1	6	17	5	17	-1	-11	0	27	64
Cc1nc(C(=O)NC2CCOCC2)sc1C1(C)CC(c2ccccc2)=NO1 (configuration not stated)	0.0	13	-8	/	-22	1	4	/	/	31
O=S(=O)(Cc1ccccc1)Nc1ccc(Br)cn1	0.2	5	-4	-6	-5	5	7	-2	-2	17
CCOc1ccc(-c2c(C#N)c(N)nc3c2c(=O)n(C)c(=O)n3C)cc1OC	-2.6	-5	0	-4	-15	9	-2	1	-6	15
Cn1c(=O)c2c(nc(N3CCCC3)n2CC(O)CO)n(C)c1=O (configuration not stated)	-0.4	11	-5	-8	-24	15	1	-4	0	7
CC(=O)c1cccc(OCc2cc(C(=O)N3C[C@H]4CC[C@H]3C4)no2)c1	4.7	-134	25	6	39	6	-6	4	-145	-30
CC1(C)CC(=O)N(c2cccc(C(F)(F)F)c2)C(=O)C1	-0.4	-12	-1	0	5	2	2	0	-38	-3
CC(=O)Nc1ccc(S(=O)(=O)NCCC(=O)NCc2ccncc2)cc1	-0.2	-7	-4	/	-13	23	19	/	/	5
CC(=O)N(C1=C(N2CCOCC2)C(=O)c2ccccc2C1=O)c1ccc(C(=O)O)cc1	-0.6	26	0	-4	-7	-4	19	24*	-10	-7
Cc1ccc(-c2cc(-c3ccccc3)no2)c(O)c1	-3.4	-16	14	-8	6	38	5	16	-155	24
Nc1nonc1-n1nnc(C(=O)N/N=C/c2ccc(F)cc2)c1-c1cccs1	-0.2	4	-9	2	14	-8	-6	-1	-19	9
Cc1cccc(C(=O)Nc2cccc(-c3cnc4ccccc4n3)c2)c1	0.7	-40	0	-2	5	-8	-7	1	-23	35
CSc1ncc(C(=O)Nc2ccc(C(C)=O)cc2)c(C)n1	3.4	-87	2	-6	9	-1	7	5	-24	19

By substructure, the entries above containing an NH in an aromatic ring.
SMILES	HIF activator	aSyn UTR inh	HSF1 inh	IEC-6 tox	HSF1 activator	Platelet DG rel	SKKanGAS inh	HSP90 refold inh	KLF5 inh	AI-2 QS modul
COc1cc2[nH]c(=S)nc(NC3CCCCCC3)c2cc1OC	0.0	-6	-4	-2	14	3	/	2	-7	27
C=CCN(CC=C)S(=O)(=O)c1ncn[nH]1	0.3	11	2	0	-6	0	-1	1	-7	19
CCOc1ccc(N/C(N)=N/c2nc(CSc3nnc(C)s3)cc(=O)[nH]2)cc1	2.2	84*	-8	12	2	5	4	1	6	4
O=c1[nH]cnc2c1N=C(c1cccc([N+](=O)[O-])c1)CC(c1ccccc1)N2 (configuration not stated)	-0.4	-13	-4	-6	3	4	-2	-4	6	33
CC(C)CCn1c(N2CCCC2)nc2c1c(=O)[nH]c(=O)n2C	0.2	49	0	4	3	-2	3	-4	-15	7
CCCCCc1c(O)nc(SCC(=O)NCC2CCCO2)[nH]c1=O (configuration not stated)	-0.3	22	-5	-4	0	-5	-3	0	10	29
COc1cccc(/C=N/Nc2nc3ccccc3[nH]2)c1OC	4.6	-106	11	-1	38	15	1	-1	-165	13
CCc1ccc(-c2nc(SCC(=O)N(CCOC)c3c(N)n(Cc4ccccc4)c(=O)[nH]c3=O)n[nH]2)cc1	1.1	11	-2	1	-1	2	21	1	10	10
